Compound activity deposited in PubChem by National Center for Advancing Translational Sciences (NCATS).
TrxR1 substrate = is turned over as a substrate by rat TrxR1; 390,000 tested, 0.01% active; Potency, µM (titrated, usually from 114 µM), for the others: top-dose activity change, negative = substrate turnover; AID 588456; purified TrxR1 substrate turnover, NADPH consumption readout; note: potency is the fitted concentration of half-maximal effect; % is set by controls: 0 for no effect and ±100 for the full control effect; nearly all actives have a fitted effect of over 50% in size
Target sequence (O89049 whole entry, looked up): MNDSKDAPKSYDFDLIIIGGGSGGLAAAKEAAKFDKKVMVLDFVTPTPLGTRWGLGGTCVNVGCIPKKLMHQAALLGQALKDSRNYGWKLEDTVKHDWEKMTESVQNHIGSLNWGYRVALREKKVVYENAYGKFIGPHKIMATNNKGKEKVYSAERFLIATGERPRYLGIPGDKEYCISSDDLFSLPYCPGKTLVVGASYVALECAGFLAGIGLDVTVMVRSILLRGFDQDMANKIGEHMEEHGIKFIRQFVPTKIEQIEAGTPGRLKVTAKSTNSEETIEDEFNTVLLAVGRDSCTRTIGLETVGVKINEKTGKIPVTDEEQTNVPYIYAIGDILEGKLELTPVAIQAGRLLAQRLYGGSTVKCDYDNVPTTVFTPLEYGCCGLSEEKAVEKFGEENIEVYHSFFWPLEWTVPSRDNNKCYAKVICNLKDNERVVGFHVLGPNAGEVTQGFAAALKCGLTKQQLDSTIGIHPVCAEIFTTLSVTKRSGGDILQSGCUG
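Rat TrxR1, dispensed at 90 nM, was prereduced with 400 uM NADPH (final) for 5 min at ~22 deg C, then incubated with compound 15 min before 400 uM selenite. A first-read NADPH fluorescence drop versus no-compound background flagged substrates.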
USP1-UAF1 inh = blocks the human USP1/UAF1 deubiquitinase complex | Potency, µM (top dose mostly 57.1 µM), for inactives: at the top dose activity change, negative = inhibition, actives largely listed as inhibitors | 390,000 tested, 0.23% active | recombinant USP1/UAF1, Ub-Rhodamine cleavage fluorescence; note: potency is the fitted concentration of half-maximal effect; % is set by controls: 0 for no effect and ±100 for the full control effect; nearly all actives have a fitted effect of over 60% in size; inactives centre near -12
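In this screen, compounds sit with the deubiquitinase complex (1nM) for 15 min at room temperature before Ub-Rho is added at 150nM final. Fluorescence rise is then followed for 6 reads every 60 seconds.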
RXFP1 ag = RXFP1 (human) receptor agonism. Q9HBX9. HEK293T-RXFP1 cAMP TR-FRET, 30 min; response scale: percent of porcine relaxin response, buffer zero. Potency, µM (titrated, usually from 57.5 µM), for the others: at the top dose activation, actives largely listed as activators. 370,000 tested, 0.3% active. AID 2676; note: potency is the fitted concentration of half-maximal effect; % is set by controls: 0 for no effect and ±100 for the full control effect; nearly all actives have a fitted effect of over 60% in size; many of its hits are not listed in these tables
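HEK293T cells stably expressing RXFP1 were pretreated with the PDE4 inhibitor Ro 20174, exposed to compounds for 30 min at 37C, lysed, and cAMP was read by TR-FRET. Data normalized to buffer (basal) and 29 nM porcine relaxin (100%).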
Vif-A3F inh = inhibitors of Vif-A3F interaction | HeLa A3F-eYFP + Vif (tagged APOBEC3F with the HIV-1 protein that degrades it), YFP fluorescence increase | Potency, µM (top dose mostly 46.1 µM), for the others: at the highest dose activity, negative = active | 390,000 tested, 0.2% active | AID 602313; note: potency is the fitted concentration of half-maximal effect; % of control where 0% means no effect; nearly all actives have a fitted effect of over 65% in size
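HeLa cells stably expressing A3F-eYFP plus Vif, plated and incubated overnight at 37 deg C, then exposed to compounds overnight at 37 deg C. Blocked degradation read as raised yellow fluorescence (Ex 488/Em 500-530).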
Vif-A3G inh = Vif-A3G binding inhibition; AID 602310; 410,000 tested, 0.076% active; Q9HC16; Potency, µM (doses to about 46.1 µM), for inactives: top-dose activity, negative = active, hits mostly inhibitors; HeLa A3G-eYFP + Vif (tagged APOBEC3G with the HIV-1 protein that degrades it), YFP fluorescence, overnight;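 note: potency is the fitted concentration of half-maximal effect; % is set by controls: 0 for no effect and ±100 for the full control effect; nearly all actives have a fitted effect of over 60% in size; hits raise eYFP signal because A3G escapes Vif-driven loss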
Target sequence (Q9HC16 whole entry, looked up): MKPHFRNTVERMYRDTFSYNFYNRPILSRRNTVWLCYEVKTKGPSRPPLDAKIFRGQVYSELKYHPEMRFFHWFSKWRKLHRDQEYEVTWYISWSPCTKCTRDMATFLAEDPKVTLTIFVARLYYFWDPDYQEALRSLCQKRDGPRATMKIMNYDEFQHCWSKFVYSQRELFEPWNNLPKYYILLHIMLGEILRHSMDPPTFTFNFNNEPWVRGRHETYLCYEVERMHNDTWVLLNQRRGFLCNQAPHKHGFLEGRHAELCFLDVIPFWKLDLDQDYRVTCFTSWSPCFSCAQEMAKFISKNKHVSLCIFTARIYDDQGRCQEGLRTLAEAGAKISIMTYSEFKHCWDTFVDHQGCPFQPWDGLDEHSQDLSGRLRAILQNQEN
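HeLa cells stably expressing Vif and C-terminally eYFP-tagged A3G, seeded overnight at 37 deg C, then exposed to compound by pintool overnight at 37 deg C. Rise in yellow fluorescence (Ex 488/Em 500-530, Acumen) marks blocked Vif-driven A3G degradation.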
GRP78 ERSR act = inducers of ER stress response in human glioma cells; U87-MG GRP78 promoter luciferase reporter, 16 h; Potency, µM, for the others: top-dose activation, actives largely listed as activators; 420,000 tested, 0.02% active; note: potency is the fitted concentration of half-maximal effect; series mostly up to about 76 µM; % of control where 0% means no effect; nearly all actives have a fitted effect of over 35% in size
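ERSR induction read as luciferase luminescence (Bright-Glo, 10 min at room temperature) in stably transfected human U87-MG glioma cells exposed to compounds for 16 h, using GRP78 as sensor.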
IDH1 R132H inh = human IDH1 R132H inhibition. O75874. IDH1-R132H enzyme, NADPH consumption, diaphorase/resazurin fluorescence. Potency, µM (series often up to 76.6 µM), inactives show top-dose activity change, negative = inhibition, hits mostly inhibitors. 390,000 tested, 0.093% active; note: potency is the fitted concentration of half-maximal effect; % is set by controls: 0 for no effect and ±100 for the full control effect; nearly all actives have a fitted effect of over 65% in size
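IDH1-R132H (0.5 ug/mL dispensed) in pH 7.5 Tris buffer was preincubated 30 min with compound, then given a substrate mix of 0.016 mM NADPH and 2 mM alpha-KG for 80 min at room temperature; remaining NADPH was read by diaphorase/resazurin fluorescence.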
LDHA inh = blocks human lactate dehydrogenase A | 480,000 tested, 0.15% active | P00338 | purified LDHA, NADH/diaphorase-resazurin fluorescence; active compounds read low | activity change, % (values are at about 110 or 230 µM); in the data active = activity change below about -30%; inconclusive = mostly about -25% to -30%;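 note: plate controls were DMSO wells for no effect and wells without enzyme for full effect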
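Resorufin fluorescence (ex540/em590), read at 0 and 20 min after diaphorase/resazurin addition, reports the NADH left after a 5 min room-temperature reaction of 2 nM human LDH5 with 0.06 mM NADH and 0.2 mM pyruvate.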
PI4K2A inh = blocks human PI4K2A kinase activity; Q9BTU6; purified PI4K2A, ADP-Glo luminescence, 1 h; active compounds read low; activity change, negative = inhibition, % at 76.9 µM; 420,000 tested, 0.13% active; in the data active = activity change below about -50%; inconclusive = mostly about -30% to -49%;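 note: -100% = wells without enzyme as full effect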
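ADP-Glo luminescence measured ADP generated by PI4K2A enzyme (4 ug/mL before mixing) with 1.2 mM PI substrate (pre-mix) and 300 microM ATP (pre-mix). Tris pH7.5 buffer with MgCl2, Triton X-100; 1 h reaction at ambient temperature.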
An asterisk follows results filed as active; ? = inconclusive; nt = not tested or not shown; & = joins results of further samples; [ ] = another dose, or the depositor's remark. Unless noted, calls come from the whole dose curve; as a rule, active = well fitted curve in the direction sought with a large enough effect; inconclusive = small, poorly fitted or top-dose-only effect, or another doubt; inactive = no such curve, though single readings can be large; an effect the other way counts as inactive or inconclusive. Only part of the results is shown, so the mix of outcomes need not match the whole.

SMILES	TrxR1 substrate	USP1-UAF1 inh	RXFP1 ag	Vif-A3F inh	Vif-A3G inh	GRP78 ERSR act	IDH1 R132H inh	LDHA inh	PI4K2A inh
O=C(NNC(=O)c1ccc(-c2ccccc2)cc1)Nc1ccccc1F	-8.0%	-4.4%	0.4%	7.1%	-0.6%	-2.8%	6.1%	-2.3	1.5
O=C(Cc1ccccc1)NCc1ccc(-n2cccc2)cc1	-1.6%	-10.2%	2.7%	0.3%	?	-4.8%	-2.6%	-5.4	6.1
Cc1ccc2nc(-c3ccccc3C)oc(=O)c2c1	3.5%	-28.4%	0.1%	-8.3%	-5.1%	-0.8%	-3.0%	-10.4	3.2
CC(=O)C1=CCC(c2ccc(Cl)cc2)N(S(=O)(=O)c2ccc(C)cc2)C1 (configuration not stated)	nt	nt	nt	nt	-7.9%&-11.1%	-2.7%&-1.5%	nt	-9.8&-4.1	0.7&-1.5
Cc1ccc(CN2C(=O)C(Cc3ccccc3)Nc3ncnc(N4CCCCC4)c32)cc1 (configuration not stated)	-1.1%	-20.7%	0.4%	-11.1%	-5.6%&-3.6%	-2.6%&-4.6%	-9.6%	-0.3&-8.8	1.6&1.4
O=C(c1ccc(F)cc1F)N1CCCC(c2nc(-c3cccs3)no2)C1 (configuration not stated)	-6.9%	-6.0%	-0.5%	1.7%	-0.9%	4.2%	-1.3%	0.5	-0.6
CCOc1ccc(NC(=O)C2CCCN(S(=O)(=O)c3ccc(Br)s3)C2)cc1 (configuration not stated)	3.0%	-28.4%	-0.9%	-3.1%	-0.6%	-3.2%	29.2%	-12.4	-0.8
CCOC(=O)C1=C(CN2CCN(c3cc(C)ccc3C)CC2)NC(=O)NC1c1ccccc1 (configuration not stated)	-1.1%	?	-2.5%	-12.9%	-3.4%	0.2%	-6.6%	1.0	0.5
CCN(C(=O)c1cnc(OC)cc1C(F)(F)F)c1ccc(Cl)cc1Cl	-17.0%[57.1 µM]	-10.2%	1.0%	10.2%	-1.9%	-6.9%	6.0%	1.2	1.6
CC(=O)Nc1cccc(NC(=O)CSc2nnc(Cc3cccn3C)n2-c2ccc(C)cc2)c1	0.3%[57.1 µM]	-7.2%	1.1%	-13.3%	-0.9%	-5.5%	9.5%	3.2	0.1
COc1ccccc1C1=NOC(Cn2c(NCCCO)nc3c2c(=O)n(C)c(=O)n3C)C1 (configuration not stated)	-0.4%[57.1 µM]	11.0%	4.5%	0.7%	0.6%	-3.9%	2.5%	1.1	-17.3
COc1ccc(N2C(=O)CC(N3CCN(S(=O)(=O)c4c(C)cc(C)cc4C)CC3)C2=O)cc1 (configuration not stated)	-1.8%	-14.5%	-0.1%	1.6%	-2.8%	-1.4%	0.4%	-2.4	4.9
O=C(c1ccco1)N1CCN(S(=O)(=O)c2ccc3[nH]c(=O)oc3c2)CC1	-5.5%	5.7%	1.0%	-11.1%	-1.9%	-3.3%	7.8%	-11.1	6.3
O=[N+]([O-])c1ccc(NCCNS(=O)(=O)c2ccccc2)c(C(F)(F)F)c1	-2.4%[57.1 µM]	-14.9%	1.2%	4.0%	-6.7%	-1.9%	-0.5%	0.4	6.7
CCOC(=O)CN(c1ccccn1)S(=O)(=O)c1ccccc1	76.6%[activator]	-21.2%	2.3%	-1.9%	-6.2%	-5.1%	-13.0%	-3.6	1.1
Cc1cnc(NC(=O)NCC2CCCC(CNC(=O)Nc3ncc(C)s3)C2)s1 (configuration not stated)	8.5%[0.0914 µM]	-8.5%	-5.2%	-6.0%	-8.8%	-6.8%	-6.8%	-6.3	1.2
Cn1c(NCCO)nc2c(c1=O)C1(CCCCC1)Cc1ccccc1-2	80.4%[activator]	-15.2%	3.3%	4.8%	1.0%	-0.6%	-2.2%	-1.4&9.4	-6.3
COC(=O)CN(c1ccc(OC)cc1)S(=O)(=O)c1c(C)noc1C	8.6%[57.1 µM]	-15.3%	0.9%	12.2%	0.0%	1.3%	-0.6%	1.5	-0.1
Cc1cc(C)cc(N2C(=O)CN(Cc3ccccc3)C2=S)c1	-2.1%	-24.4%	-1.7%	-0.5%	-7.0%	-2.4%	-4.2%	1.7	-1.9
CCCOc1ccc(F)cc1-c1cc(C(=O)NCc2ccc(C(F)(F)F)cc2)[nH]n1	nt	nt	nt	nt	-1.1%	-8.5%	nt	-3.4	-1.3
Cc1csc(Nc2cccc3ccccc23)n1	-6.7%[57.1 µM]	3.5%	3.3%	?	1.2%	6.5%	15.1%	1.6	3.6
Cc1ccc(CN2CCCn3nc(C(=O)NCCN(C)C)cc3C2=O)cc1	9.3%[57.1 µM]	3.0%	3.6%	-2.3%	-3.1%	-2.3%	-5.9%	-4.1	-1.9
CCN1CC=C2C(C#N)=C(N)C(C#N)(C#N)C(CCc3ccccc3)C2C1 (configuration not stated)	93.2%[activator]	22.4µM*	0.7%	?	?	-0.5%	?	21.7	2.1
CCOc1ccc(CNC(=O)CN2C(=O)C(c3ccccc3)Oc3cccnc32)cc1 (configuration not stated)	-1.9%	-13.0%	-0.3%	-1.7%	-0.1%	-5.2%	4.1%	-1.1	5.9
Clc1ccc(-c2cc3ccccc3nc2N2CCOCC2)cc1	46.6%[activator][57.1 µM]	-12.9%	0.8%	8.8%	-6.9%	-3.2%	10.8%	-8.9	0.2
CC(C)(C)NC(=O)CSc1nncn1NCc1ccccc1	8.0%[57.1 µM]	-18.9%	-1.5%	-3.8%	-6.9%	3.5%	2.8%	-8.8	-0.5
CC(=O)N1CC[n+]2c(-c3ccc([N+](=O)[O-])cc3)csc21	-7.8%	-21.5%	-5.3%	3.3%	5.0%	-2.9%	2.7%	0.8	-15.4
COc1ccc(OC)c(C2C(C(C)=O)=C(O)C(=O)N2c2ccc(O)cc2)c1 (configuration not stated)	-6.7%	-10.5%	1.7%	0.0%	-1.9%	-1.0%	-1.3%	-0.9	3.5
COc1ccc(C(=O)Nc2ccc3nc4n(c(=O)c3c2)CCCCC4)cc1OC	8.1%	?	?	-7.4%&-3.8%	-1.1%&4.2%	0.2%&-2.4%	4.9%&-9.7%	1.1&-6.4	-1.8&0.9
Cc1cc([N+](=O)[O-])ccc1NC(=O)Cc1ccc(F)cc1	-10.8%	0.8%	0.3%	-19.4%	-1.2%	1.1%	-0.9%	1.5	-4.0
COc1ccc(C2=NOC(C(=O)N3CCOCC3)C2)cc1OC (configuration not stated)	0.7%	0.6%	-0.4%	-11.2%	3.2%	?	7.2%	-0.3	6.0
Cc1ccc(S(=O)(=O)N(C)C2(C)CCS(=O)(=O)C2)cc1 (configuration not stated)	0.9%	-10.8%	2.2%	-11.8%	4.3%	-5.0%	1.5%	-5.2	-1.1
COc1ccccc1CNC(=O)c1cc(-c2ccc(F)cc2OC)n[nH]1	nt	nt	nt	nt	-2.9%	-1.5%	nt	-7.2	2.7
COC(=O)c1cc(C(=O)c2cccc(Cl)c2Cl)cn1C	-2.1%	-13.7%	-0.2%	3.0%	-1.2%	1.2%	0.0%	-1.2	-2.3
O=C(NC(=S)N(Cc1ccccc1)Cc1ccccc1)C1CCCCC1	0.6%	-5.6%	-1.1%	nt	-0.9%	-1.7%	0.8%	0.4	-2.2
CCCN(CCO)Cc1cccc(Br)c1	7.9%	-16.9%	2.2%	1.0%	0.6%	-5.9%	9.9%	-8.5	7.2
Cc1cc2c(=O)oc(-c3ccc(F)cc3)nc2s1	5.8%[57.1 µM]	-11.8%	-0.2%	-11.0%	3.4%	-1.7%	-0.3%	-9.8	1.9
Cc1nn(C)c(C(=O)Nc2ccn(Cc3c(F)c(F)cc(F)c3F)n2)c1[N+](=O)[O-]	-10.9%	-9.5%	0.4%	0.9%	0.2%	-4.8%	2.3%	-3.5	6.0
COc1ccc(Cc2nnc(NC(=O)c3ccco3)s2)cc1	-8.1%	0.4%	-0.3%	2.2%	-1.2%	-3.9%	7.3%	-6.8	-4.1
CCOC(=O)c1c(-c2ccc(C)o2)csc1NC(=O)CN1CCN(CC)CC1	6.6%	-12.1%	1.2%	-5.9%	1.1%	-2.8%	-4.7%	-8.1	4.8
CCN(Cc1cc2cc(C)ccc2[nH]c1=O)S(=O)(=O)c1ccccc1	7.8%[57.1 µM]	-12.7%	0.8%	?	2.3%	-1.0%	5.2%	-2.5	0.3
CN(C)N1C(N)=C(C#N)C(c2ccsc2)C2=C1CCCC2=O (configuration not stated)	-10.9%	-11.6%	0.9%	-0.4%	-0.1%	-4.2%	2.4%	5.3	1.2
COc1ccc(CNC(=O)c2cc(C3CC3)nc3c2c(C)nn3-c2cccc(Cl)c2C)cc1	1.3%	2.8%	-1.1%	-9.3%	-2.9%	-1.3%	-18.3%	-3.9	-1.5
